# ERb coact inh – ER-beta (human) coactivator binding inhibition; Q92731; inhibition, % at 25.6 µM; TR-FRET ER-beta LBD / SRC1-Cy5 peptide binding; receptor agonist-loaded with 1 µM estradiol; 1.3% of 86,000 active;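 active = compounds whose percent inhibition of the receptor-coactivator binding signal exceeds about 50% in the single-dose screen, limit read from the data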;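 also: 0% = receptor plus peptide wells without compound and 100% = peptide-only wells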
# Target sequence (Q92731 whole entry, looked up, the tested form may be a part): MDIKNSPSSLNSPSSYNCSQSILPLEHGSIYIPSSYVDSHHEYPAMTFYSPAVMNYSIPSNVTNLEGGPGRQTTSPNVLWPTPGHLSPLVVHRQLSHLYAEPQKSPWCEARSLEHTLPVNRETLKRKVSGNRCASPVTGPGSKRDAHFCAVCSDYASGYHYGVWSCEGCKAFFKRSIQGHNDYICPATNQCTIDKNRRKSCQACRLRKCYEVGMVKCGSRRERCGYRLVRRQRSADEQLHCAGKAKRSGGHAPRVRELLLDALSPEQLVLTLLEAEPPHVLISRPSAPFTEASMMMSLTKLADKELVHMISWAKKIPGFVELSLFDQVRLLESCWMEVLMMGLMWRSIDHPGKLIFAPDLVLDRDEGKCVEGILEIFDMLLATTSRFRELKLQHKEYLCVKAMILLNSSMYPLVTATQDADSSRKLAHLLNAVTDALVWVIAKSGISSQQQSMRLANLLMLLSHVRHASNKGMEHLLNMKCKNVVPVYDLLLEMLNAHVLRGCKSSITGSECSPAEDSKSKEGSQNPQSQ
# MT1-MMP txn act – MT1-MMP promoter transcription activation. HT1080 MT1-MMP promoter luciferase reporter, luminescence, overnight; hits give high values. activation factor at 10 µM. 0.16% of 86,000 active. AID 750;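 active = activation factor of at least 2 for MT1-MMP transcription at 10 µM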
# H69AR inhibit – growth inhibitors of human H69AR lung tumor cells | H69AR lung tumor viability, ATP luminescence, 72 h; hits give low values | viability, % at 10 µM | 6% of 85,000 active;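 active = viability at or below 40%; inactive = viability above 40%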;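 also: multidrug resistant small cell line overexpressing MRP-1 efflux transporter; 100% = mean luminescence of untreated control wells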
# ERa coact pot – ER-alpha (human) coactivator binding potentiation. coactivator binding (% of control), % at 25.6 µM. P03372. 1.3% of 86,000 active. AID 639. TR-FRET ERalpha-LBD/SRC-Cy5 coactivator binding, 2 h; 100 = basal binding, no effect; in the data active = activity above about 200%;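 also: binding measured in presence of low estradiol as agonist stimulus; 0% = peptide alone without receptor and 100% = receptor with peptide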
# Fibroblast inh – blocks proliferation of human lung fibroblasts | AID 719 | 1.1% of 85,000 active | viability, % at 10 µM | LL 47 human lung fibroblast viability, ATP luminescence; hits give low values;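 active = viability at or below 50% in the single dose screen; inactive = viability above 50%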;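 also: compound exposure lasted 72 h before the ATP readout; 100% = median luminescence of untreated cell-only wells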
#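 Signal: luminescent ATP detection, CellTiter-Glo; assay system: LL 47 human lung fibroblasts; input: 1,150 cells/well; incubation: overnight cell rest, 72 h compound treatment at 37 °C; measure: % viability versus median cells-only luminescence; medium: IMEM growth medium with 15% fetal bovine serum; dosing: compound addition at 0.1% DMSO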
# Mac1 fbg enh – enhancers of human CD11b/CD18 binding to fibrinogen | K562 CD11b/CD18 adhesion to fibrinogen, ATPlite luminescence | activation, % at 10 µM | 0.07% of 93,000 active | AID 1499;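 active = 10 µM primary screen giving 50% or more activity, confirmed by 40% or more on retest at that dose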; also: strong numbers were not always called active
# Smad3 FoxH1 inh – blocks human Smad3 binding to FoxH1 peptide | P84022 | TR-FRET Smad3/Dy647-FoxH1 peptide binding, europium anti-His | inhibition, % at 25 µM | 0.29% of 88,000 active;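 active = compounds that reduce the energy-transfer binding signal between the protein and its labelled peptide by more than half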;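 also: 0% = Smad3 plus labelled peptide maximal FRET and 100% = peptide-only background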
# Target sequence (P84022 whole entry, looked up): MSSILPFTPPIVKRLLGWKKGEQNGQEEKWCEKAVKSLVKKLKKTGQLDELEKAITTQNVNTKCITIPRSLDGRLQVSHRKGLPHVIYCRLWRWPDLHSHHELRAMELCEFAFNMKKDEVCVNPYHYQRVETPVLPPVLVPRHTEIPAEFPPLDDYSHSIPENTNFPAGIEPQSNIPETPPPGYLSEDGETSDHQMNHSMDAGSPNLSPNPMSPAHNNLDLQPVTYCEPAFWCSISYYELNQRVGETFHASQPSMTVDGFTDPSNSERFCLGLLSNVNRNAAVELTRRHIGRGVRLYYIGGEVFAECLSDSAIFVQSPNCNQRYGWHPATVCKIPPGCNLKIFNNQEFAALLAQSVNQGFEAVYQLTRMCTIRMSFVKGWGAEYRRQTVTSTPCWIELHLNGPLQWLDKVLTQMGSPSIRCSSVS
# ERa SRC1 inh – blocks coactivator binding to human estrogen receptor alpha; TR-FRET ER-alpha LBD / SRC-1 peptide, estradiol-bound; P03372; 1.7% of 86,000 active; inhibition, % at 25.6 µM; in the data active = inhibition above about 50%;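 also: 0% = receptor plus peptide control and 100% = peptide only without receptor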
# HUVEC prolif 384 – blocks proliferation of human endothelial cells | 1.1% of 86,000 active | viability, % at 10 µM (by protocol) | HUVEC proliferation, CellTiter-Glo luminescence, 72 h; hits give low values | AID 648;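 active = viability at or below 30%; inactive = viability above 30%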;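 also: 100% = median luminescence of DMSO-only cell control wells on each plate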
# The depositor's hits bear a star; . = no result given; & = joins results of further samples; [ ] = dose if it differs, or a comment. Only part of the results is shown; the hit share may differ from the screen's.
mol	Fibroblast inh	H69AR inhibit	ERa SRC1 inh	HUVEC prolif 384	ERa coact pot	ERb coact inh	Smad3 FoxH1 inh	MT1-MMP txn act	Mac1 fbg enh
CCN(CC)S(=O)(=O)c1ccc(C(=O)Nc2ccc(OCC(=O)N3CCOCC3)cc2)cc1	.	91	1	90	103	-4	-11	1.1	-2
CCOC(=O)CSc1nc2cc(C(=O)NCc3ccco3)ccc2c(=O)n1C1CCCCC1	98	82	27[fluorescence artefact?]	88	98[fluorescence artefact?]	3	6	1.1	15
Cc1cc(NC(=O)CSc2nnc3c(C)cc4ccccc4n23)no1	101	94	14[fluorescence artefact?]	100	86	-2	4	1	5
Cc1ccc(C)n1CCN1CCN(CC(=O)Nc2cc(C(F)(F)F)ccc2Cl)CC1	77	76	-2	77	107	-12	14	0.9	0
COC(=O)c1cc(OC)c(OC)cc1NC(=O)c1c(-c2ccccc2Cl)noc1C	.	35*	0	89	124	7	-6	1.2	-7
COCC(=O)NCc1ccc2c(c1)OCO2	90	95	0	95	94[fluorescence artefact?]	-1	-8	1.1	-5
CC1=NOC(=O)/C1=C/c1ccc(-c2ccc(Cl)cc2)o1	8.7*	2.5*	64*[fluorescence artefact?]	56	44[fluorescence artefact?]	8	0	1.8	-6
CCCC(=O)N1CC(=O)Nc2ccc(F)cc2C1c1ccccc1 (centres undefined)	94	88	0[fluorescence artefact?]	95	105	-4[fluorescence artefact?]	-5	1	0
Nn1c(Nc2ccccc2)nc2ccccc2c1=O	100	100	-2	92	124	2	-4	0.9	12
O=[N+]([O-])c1cccc(/C=N\N2CCN(Cc3ccccc3Cl)CC2)c1	76	88	-6	137	116	-1	11	1.3	.
Clc1ccc(OCc2nc(-c3ccncc3)no2)c(Br)c1	92	86	-1	111	92	-5	9	1.1	-1
COc1cccc(N2CCN(Cc3nc4ccccc4c(=O)[nH]3)CC2)c1	101	95	-7	92	114[fluorescence artefact?]	-6	-2	.	4
C=CCN=C(CC)C1=C(O)CCCC1=O	95	75	-6	107	80	15[fluorescence artefact?]	-5	1.1	-6
COCCn1c(=S)[nH]c2cc(C(=O)NCCCN3CCOCC3)ccc2c1=O	97	87	4[fluorescence artefact?]	93	101	-5[fluorescence artefact?]	2	1.1	.
CCOC(=O)c1ccc(N2C(=O)C(O)=C(C(C)=O)C2c2ccccc2)cc1 (centres undefined)	99	101	-19	86	119	-19	8	1.3	.
COC(=O)c1ccccc1NC(=O)C1CCCN(S(=O)(=O)c2ccc(OC)cc2)C1 (centres undefined)	97	87	-1	77	115	3	3	1.1	5
CCOC(=O)c1cc(-c2ccc(F)cc2)n(CC(=O)Nc2nccs2)c1C	84	67	-3	99	93	-3	1	1.1	.
O=c1ccccn1Cc1c(F)cccc1Cl	96	98	-7	94	109	-1	8	1	-1
COc1cc(/C=C2/C(=O)N=C(N)N2C)cc(OC)c1OC	95	92	8	101	125	6	12	1	1
CCOC(=O)N1CCC(Nc2c(Nc3ccc(C)c(C)c3)c(=O)c2=O)CC1	98	97	-10	87	93[fluorescence artefact?]	-13	3	1.3	8
CCc1ccccc1NC(=O)N[C@H](C(=O)O)C(C)CC (some centres undefined)	101	101	-12	99	111	-11	1	1.5	0
Cc1ccc(F)c(NC=C2C(=O)OC(C)(C)OC2=O)c1	109	87	-2	98	106	4	-9	1.1	3
CC1(C)Cc2ccccc2C(Nn2cnnc2)=N1	96	96	-8	109	126	6[fluorescence artefact?]	6	1.1	-2
CC(C)(C)NCC(O)COc1ccccc1C(=O)CCc1ccccc1 (centres undefined)	92	66	-1	90	107	-1	7	1.1	0
N#C/C(C(N)=O)=C1/CCc2ccccc2N1	120	106	16	101	130[fluorescence artefact?]	15	10	0.9	0
O=C(O)CC1(CC(=O)Nc2ccc3ccccc3c2)CCCCC1	103	106	4	73	107	-3	0	1	-3
CS(=O)(=O)N(Cc1ccc(F)cc1)Cc1nc2ccccc2c(=O)[nH]1	96	86	2[fluorescence artefact?]	94	87	1	-16[fluorescence artefact?]	1	2
COc1cccc(CNS(=O)(=O)c2cccc(S(=O)(=O)N3CCOCC3)c2)c1	92	95	-6	93	112	2	2	1.3	-2
COc1ccccc1-c1ccc(=O)n(CC(=O)Nc2ccc(C(=O)N3CCCC3)cc2)n1	101	98	-10	103	98	-20	10	1	-7
O=C(Nc1nc2n(n1)C(c1ccc(Cl)cc1)CC(c1ccc(Cl)cc1)N2)c1ccco1 (centres undefined)	90	56	-3	79	91	-3	-2	1.2	2

# Reprinted at random: 2 entries already listed.
mol	Fibroblast inh	H69AR inhibit	ERa SRC1 inh	HUVEC prolif 384	ERa coact pot	ERb coact inh	Smad3 FoxH1 inh	MT1-MMP txn act	Mac1 fbg enh
CCc1ccccc1NC(=O)N[C@H](C(=O)O)C(C)CC (some centres undefined)	101	101	-12	99	111	-11	1	1.5	0
O=C(Nc1nc2n(n1)C(c1ccc(Cl)cc1)CC(c1ccc(Cl)cc1)N2)c1ccco1 (centres undefined)	90	56	-3	79	91	-3	-2	1.2	2

# Back to the main list; the 2 compounds before the break are reprinted first.
mol	Fibroblast inh	H69AR inhibit	ERa SRC1 inh	HUVEC prolif 384	ERa coact pot	ERb coact inh	Smad3 FoxH1 inh	MT1-MMP txn act	Mac1 fbg enh
COc1ccccc1-c1ccc(=O)n(CC(=O)Nc2ccc(C(=O)N3CCCC3)cc2)n1	101	98	-10	103	98	-20	10	1	-7
O=C(Nc1nc2n(n1)C(c1ccc(Cl)cc1)CC(c1ccc(Cl)cc1)N2)c1ccco1 (centres undefined)	90	56	-3	79	91	-3	-2	1.2	2
COc1ccccc1NCN1C(=O)CCC1=O	107	89	-13	93	109	-6	-12	1.2	.
COc1ccc(-c2noc(CN(C)S(=O)(=O)c3ccccc3)n2)cc1OC	109	.	8	97	115	11[fluorescence artefact?]	-10	1.1	.
O=C(O)c1cccc(CSc2nnc(COc3ccccc3)o2)c1	91	96	-4	84	108	-5[fluorescence artefact?]	5	0.7	-4
O=C(O)CCSc1nc2ccccc2n1CCOc1ccccc1	92	93	-6	100	100	-3	-3	1	-3
O=C1CCCC2=C1C1(O)C(=O)c3ccccc3C1(O)O2 (centres undefined)	118	107	3	103	125	-10[fluorescence artefact?]	66*	0.9	-1
O=C(CC12CC3CC(CC(C3)C1)C2)NCCN1CCOCC1	94	85	-1	98	107	-1	-9	1.1	-3
CCOCCCN1C(=O)CN(C2CCCCC2)C(=O)C1c1ccc(OCC)c(OC)c1 (centres undefined)	92	93	-2	92	136	-1	-1	1.2	.
Cc1ccc(-c2nnc(SCC(C)C)n2C)cc1	105	79	0	94	93	-8	-16	1.7	-1
Cc1ccc(-n2c(SCC(=O)Nc3ccc4c(c3)OCCO4)nnc2-c2ccco2)cc1	43*	14*	-21	57	100	-24[fluorescence artefact?]	-5	1	4
CCc1nnc(NC(=O)CSc2nnc(C3CCCCC3)n2-c2ccccc2)s1	99	71	-1	92	114	-1	3	0.9	-4
O=C(CSc1nnc(Cc2cc(=O)[nH]c(=O)[nH]2)n1-c1ccccc1)N1CCCCC1	94	96	-4	100	98	2	6	1.2	1
CN(CC(=O)N1CCN(c2cccc(Cl)c2)CC1)S(=O)(=O)c1cccs1	96	87	-1	88	105	-4	15	1.3	-3
CCOC(=O)C1CCN(C(=O)COc2ccc(S(=O)(=O)NC(C)(C)C)cc2)CC1	99	94	-11	99	120	-11	-6	1.2	6
O=C1CCCc2sccc2N1	101	103	1	100	102	6[fluorescence artefact?]	1	1.1	2
O=C(Nc1nc(-c2ccc(Cl)s2)cs1)c1ccccc1	98	90	10[fluorescence artefact?]	82	114	1	8	1	-3
CC(NC(=O)c1cc2ccccc2o1)C(=O)O (centres undefined)	97	94	6	97	117	4	3	1.1	.
Cc1ccc(-c2cn3cccnc3n2)cc1NC(=O)c1ccc(Br)o1	104	88	-4	96	101	1	7	1.1	.
CCOC(=O)N1CCN(C(=O)CN(c2ccc(OCc3ccccc3)cc2)S(C)(=O)=O)CC1	91	.	-1	98	130	6	1	1.1	6
COc1ccc(C2c3c(n[nH]c3C)CC(C)(O)C2C(C)=O)cc1OC (centres undefined)	98	95	0	102	97	-1	3	1	-6
CC(C)NC(=O)c1cc(-n2cnnc2)ccc1Cl	106	89	7[fluorescence artefact?]	99	97	8	11	0.9	-4
CCCn1c(N)c(C(=O)CSc2nnc(C3CC3)n2Cc2ccccc2)c(=O)[nH]c1=O	96	88	6	99	91	7	-28	.	-1
CCOC(=O)N1CCC(NC(=O)CN2C(=O)C(CC)Oc3ccc(C)cc32)CC1 (centres undefined)	90	85	-6	102	143[fluorescence artefact?]	-4	-1	1.1	0
O=c1[nH]c2cc3c(cc2cc1C(c1nnnn1CC1CCCO1)N1CCCCCC1)OCCO3 (centres undefined)	96	68	8	95	97	-4	3	1	1
O=S(=O)(O)c1nc2ccccc2n1Cc1ccc(Cl)cc1	111	86	5	98	109[fluorescence artefact?]	-3[fluorescence artefact?]	3	1.2	-1
COc1ccccc1N1C(=O)N(C(C)=O)C2C1Nc1ccccc1N2C (centres undefined)	90	31*	-9[fluorescence artefact?]	26*	126	0	11	1.1	-2
O=c1c(Sc2ccccc2)c(C(F)(F)F)[nH]n1-c1ccccc1	100	96	-2	65	102	10	2	1.2	-2
Cc1ccc(OCc2nnc(SCC(=O)Nc3ccc4c(c3)OCO4)n2C)cc1	101	80	7	83	92	9	10	1.1	9
CC1(C)CC(=O)c2c(oc3cc(O)c(O)cc23)C1	77	87	27[fluorescence artefact?]	68	71[fluorescence artefact?]	58*[fluorescence artefact?]	7	1&1.1	0
N#CC1=C(SCc2ccccc2)NC(=O)CC1c1ccco1 (centres undefined)	82	87	30	95	60	44	8	1.1	-2
O=C(NCCCN1CCCC1=O)c1ccccc1NS(=O)(=O)c1ccc(F)cc1	94	93	-21	82	110	-15	5	1.2	-1
Cc1ccc(CSc2nnc(-c3ccc(S(=O)(=O)N4CCCC4)cc3)o2)cc1	82	.	10	56	122	23	-16	1.1	-2
O=C(OCn1nnc2ccccc2c1=O)c1cccs1	107	97	-7	105	119	-8[fluorescence artefact?]	-4	1	1
COc1ccc(C(=O)Cn2nnc(-c3ccccc3-n3cnnn3)n2)cc1	98	90	-1	102	90	4	4	1.1	0
Cc1ccc(C)c(NC(=O)C(Sc2nncn2C)c2ccccc2)c1 (centres undefined)	95	101	-7	99	111	-2	6	1.2	-5
Cc1ccc(N)c(C(=O)CCCCC(=O)O)c1	102	92	3	95	109	-10	4	1.1	-1
O=C(NCc1ccco1)c1csc(Nc2ccccc2Cl)n1	100	67	4	88	98[fluorescence artefact?]	7	-5	1	1
COc1ccc(OC)c(-n2nnnc2SCC(=O)O)c1	93	105	-1[fluorescence artefact?]	98	104	0[fluorescence artefact?]	-4	1.3	-5
Cc1ccc(OCC(=O)N2CCN(c3nnc(-c4ccccc4)c4ccccc34)CC2)cc1	107	85	4[fluorescence artefact?]	86	101	1[fluorescence artefact?]	2	1	7
CCOc1ccc(NS(=O)(=O)c2ccc3[nH]cc(C(=O)N(CC)CC)c(=O)c3c2)cc1	101	108	0	110	91	8	12	1.1	.
CCOC(=O)c1[nH]c2ccccc2c1NC(=O)c1ccc(Br)o1	101	47	2	66	105[fluorescence artefact?]	2	-3	1.2	.
O=C(c1ccc(-c2nnc(Nc3ccccc3)c3ccccc23)cc1)N1C[C@H]2C[C@H](C1)c1cccc(=O)n1C2	98	95	0	99	97	-11	-9	1.1	2
